Assay outcomes from PubChem.
TDP43 rescue: qHTS of TDP-43 Inhibitors | TDP-43 expressing yeast growth rescue, BacTiter-Glo, 24 h | Potency, µM (titrated, usually from 46.1 µM), for inactives: top-dose growth rescue (activation), actives largely listed as activators | 410,000 compounds, 1.8% hits; also: potency is read from the fitted curve at half-maximal effect; % of control where 0% means no effect; nearly all actives have a fitted effect of over 50% in size
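Cell-based yeast growth screen: TDP-43 expression induced in galactose, inoculum OD600=0.02 after raffinose pregrowth to mid-log. Read-out BacTiter-Glo luminescence at 24 hr, 30 deg C; inhibition of toxicity seen as signal increase.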
KB-V1 MDR tox: qHTS assay for MDR1-selective chemotherapeutics: Primary screen using the drug-selected MDR subline cells KB-V1. KB-V1 MDR cells viability, CellTiter-Glo, 72 h. 400,000 compounds, 3.4% hits. AID 1347076, 2019. Potency, µM (series often up to 46.1 µM), for the others: top-dose activity change, negative = cytotoxicity, most hits filed as cytotoxic; also: potency is read from the fitted curve at half-maximal effect; % is scaled to controls: 0 for no effect and ±100 for the full control effect; nearly all actives have a fitted effect of over 60% in size
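Luminescent ATP read-out (CellTiter-Glo, 10 min) measures survival of drug-selected KB-V1 MDR cells after 72 h, 37 degrees C compound exposure. Medium: phenol-red-free DMEM, 10% FBS. Values from fitted concentration-response curves.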
GLP1R cytotox: qHTS of GLP-1 Receptor Inverse Agonists: Cytotox Screen. HEK293 cAMP-luciferase reporter cells, luminescence, 24 h. Potency, µM (titrated, usually from 38.3 µM), without a hit: at the top dose activity change, negative = inhibition, hits mostly inhibitors. 410,000 compounds, 0.13% hits;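 also: loss of luciferase light is scored as toxicity; potency is read from the fitted curve at half-maximal effect; % is scaled to controls: 0 for no effect and ±100 for the full control effect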
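MLSMR compounds, 24 hr on cells at 37 deg C/5% CO2; luminescence after luciferase reagent (12 min RT). Inhibition counted as the undesired cytotoxic outcome.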
D3 antag: qHTS of D3 Dopamine Receptor Antagonist: qHTS. max response, negative = inhibition, %. D3R cells, DiscoveRx beta-arrestin luminescence, antagonist mode; stronger effect = lower value. 360,000 compounds, 2.5% hits. AID 652054, 2013. D(3) dopamine receptor (Homo sapiens), P35462; in the data active = max response below about -50%; inconclusive = no clear call, values can overlap the other calls; also: % is scaled to controls: 0 for no effect and ±100 for the full control effect; mostly tested at two doses, the higher about 12 µM
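Cells plated overnight at 1500 cells/well, then exposed to library compounds with dopamine controls for 90 minutes at 37 degrees C. DiscoveRx reagent added for 30–60 minutes at room temperature; luminescence read, quantitative HTS format.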
GLP1R ag: qHTS of GLP-1 Receptor Agonists | 380,000 compounds, 0.007% hits | Glucagon-like peptide 1 receptor (Homo sapiens), P43220 | Potency, µM (titrated, usually from 45.6 µM), inactives show top-dose activation, actives largely listed as activators | HEK293 GLP-1R CRE-luciferase, luminescence, 4-6 h; cells express a hypersensitive GLP-1R form; also: potency is read from the fitted curve at half-maximal effect; % of control where 0% means no effect
D3 ag: qHTS of D3 Dopamine Receptor Agonist: qHTS | D3R DiscoveRx beta-arrestin cells, luminescence, 90 min | AID 652048, 2013 | 410,000 compounds, 0.58% hits | max activation, % | D(3) dopamine receptor (Homo sapiens), P35462; in the data active = max activation above about 30%; also: 0% is about no effect; mostly tested at two doses, the higher about 12 µM
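Cells at 1500/well, incubated overnight, then treated with pinned compounds (dopamine as control) for 90 min at 37 degrees C. DiscoveRx reagent added for 30 - 60 minutes at room temperature; luminescence read.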
PTHR1 agonist: qHTS for PTHR1 Agonists: Primary Screen; HEK293 GP2 PTHR1 cells, GloSensor cAMP luminescence, 1 h; Potency, µM (titrated, usually from 115 µM), inactives show at the top dose activation, usual class: activators; 410,000 compounds, 0.075% hits; also: potency is read from the fitted curve at half-maximal effect; nearly all actives have a fitted effect of over 55% in size; some results filed as inactive show a strong effect at the top dose; inactives centre near -15; many of its hits are not listed in these tables
Target sequence (Q03431 whole entry, looked up): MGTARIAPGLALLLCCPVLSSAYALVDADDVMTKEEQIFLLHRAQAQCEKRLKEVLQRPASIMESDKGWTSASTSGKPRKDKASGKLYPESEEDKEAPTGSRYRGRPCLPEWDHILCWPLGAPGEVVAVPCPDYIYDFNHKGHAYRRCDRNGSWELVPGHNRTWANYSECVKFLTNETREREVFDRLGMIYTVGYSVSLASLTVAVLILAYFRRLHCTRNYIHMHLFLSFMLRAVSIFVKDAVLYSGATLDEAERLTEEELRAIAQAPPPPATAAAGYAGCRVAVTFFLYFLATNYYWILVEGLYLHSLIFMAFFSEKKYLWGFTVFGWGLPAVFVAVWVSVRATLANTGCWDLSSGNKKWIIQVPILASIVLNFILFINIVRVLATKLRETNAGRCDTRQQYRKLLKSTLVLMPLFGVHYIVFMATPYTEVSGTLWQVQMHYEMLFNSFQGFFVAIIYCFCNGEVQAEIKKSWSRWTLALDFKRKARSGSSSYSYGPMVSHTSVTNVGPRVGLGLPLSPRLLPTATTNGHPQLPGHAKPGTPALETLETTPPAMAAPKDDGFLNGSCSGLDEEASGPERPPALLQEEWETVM
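HEK-293-derived GP2 cells expressing PTHR1 and a GloSensor cAMP reporter, 3,000/well, plated overnight, given luciferin plus IBMX (each 0.5 mM as added) for 1 h at 37 °C, then compound for 1 h at 37 °C. Luminescence was read after 15 min at room temperature.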
aSyn rescue: qHTS of alpha-syn Inhibitors | Yeast expressing alpha-synuclein, growth rescue, BacTiter-Glo, 24 h | Potency, µM (highest dose often 46.1 µM), inactives show at the top dose growth rescue (activation), hits mostly activators | 370,000 compounds, 0.14% hits | AID 652106, 2013; also: potency is read from the fitted curve at half-maximal effect; % of control where 0% means no effect; nearly all actives have a fitted effect of over 65% in size
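Galactose-induced alpha-syn yeast (OD600=0.02, raffinose-pregrown) + pinned cpd, 24 hr, 30 deg C; growth by BacTiter-Glo luminescence. Growth restoration scores as activation.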
GLP-1R inv ag: qHTS of GLP-1 Receptor Inverse Agonists (Inhibition Mode); Glucagon-like peptide 1 receptor (Homo sapiens), P43220; HEK293 GLP-1R CRE-luciferase, luminescence, 24 h; GLP-1R form is constitutively active; Potency, µM (doses to about 38.3 µM), without a hit: at the top dose activity change, negative = inhibition, hits mostly inhibitors; 410,000 compounds, 1.6% hits; also: potency is read from the fitted curve at half-maximal effect; % is scaled to controls: 0 for no effect and ±100 for the full control effect; nearly all actives have a fitted effect of over 55% in size
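qHTS in 1536-well format: reporter HEK293 cells expressing constitutive GLP-1R activity in DMEM + 10% Nu serum, 24 hr with compounds at 37 deg C, luminescence read after 12 min with detection reagent.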
Numbers without * were called inactive; i = inactive; ? = inconclusive; nt = not tested or not shown; & = joins results of further samples; [ ] = remark or other dose. Unless noted, calls follow the shape of the dose curve; as a rule, active = well fitted curve in the direction sought with a large enough effect; inconclusive = small, poorly fitted or top-dose-only effect, or another doubt; inactive = no such curve, though single readings can be large; an effect the other way counts as inactive or inconclusive.

Letters: A = TDP43 rescue; B = KB-V1 MDR tox; C = GLP1R cytotox; D = D3 antag; E = GLP1R ag; F = D3 ag; G = PTHR1 agonist; H = aSyn rescue; I = GLP-1R inv ag
canonical_smiles: Cc1ccc(Nc2nnc(SCC(=O)Nc3ccc(S(=O)(=O)N4CCOCC4)cc3)s2)cc1
  A: 4% | B: 0% | C: 5% | D: -11 | E: -2% | F: -1 | G: -29% | H: 2% | I: -5%

canonical_smiles: Cc1ccc(/C=N\NC(=O)C2COc3cc4ccccc4cc3O2)o1 (stereo not given)
  A: ? | B: 13% | C: 7% | D: -18 | E: -27% | F: -4 | G: -6% | H: 3% | I: -2%

canonical_smiles: CCOC(=O)C1=C(C)NC(=O)NC1
  A: 5% | B: -16% | C: -8% | D: -4 | E: 11% | F: 2 | G: -21%[57.5 µM] | H: 5% | I: 4%

canonical_smiles: CC(c1ccc(F)cc1)n1cc(C(=O)NCCN(C)C)nn1 (stereo not given)
  A: 9% | B: -2% | C: 5% | D: 10 | E: -1% | F: 4 | G: i | H: 15% | I: ?

canonical_smiles: CCN(Cc1ccncc1)C(=O)c1ccc(C)o1
  A: 7% | B: ? | C: -10% | D: 1 | E: 4% | F: 7 | G: i | H: 9% | I: 7%

canonical_smiles: CCN(CC(=O)Nc1c(F)cccc1F)C(=O)CNC(=O)COc1ccccc1
  A: 19% | B: -7% | C: 2% | D: 3 | E: -6% | F: 5 | G: i | H: -1% | I: 8%

canonical_smiles: CCOC(=O)c1ccccc1NC(=O)c1ccc(N(C)S(C)(=O)=O)cc1
  A: -3% | B: 6% | C: -19% | D: 5 | E: 11% | F: 4 | G: i | H: 0% | I: 8%

canonical_smiles: COc1ccc(-c2onc3ccc(Cl)cc23)cc1
  A: -13% | B: -9% | C: -11% | D: 19 | E: -1% | F: 2 | G: -1%[57.5 µM] | H: 9% | I: 1%

canonical_smiles: COc1ccc(NC(=O)C2(C)Cc3c(-c4cccc(C(F)(F)F)c4)ccnc3O2)cn1 (stereo not given)
  A: ? | B: ? | C: -27% | D: -1 | E: ? | F: -9 | G: -49%[inhibitor] | H: 11% | I: ?

canonical_smiles: Cc1ccccc1OCC(=O)Nc1c2c(nn1C(C)(C)C)CS(=O)(=O)C2
  A: -18% | B: -22% | C: 2% | D: -16 | E: 7% | F: -2 | G: -4% | H: -1% | I: 13%

A different layout for part of the listing above.
Every second line gives: TDP43 rescue	KB-V1 MDR tox	GLP1R cytotox	D3 antag	GLP1R ag	D3 ag	PTHR1 agonist	aSyn rescue	GLP-1R inv ag
- CC(c1ccc(F)cc1)n1cc(C(=O)NCCN(C)C)nn1 (stereo not given)
 : 9%	-2%	5%	10	-1%	4	i	15%	?
- CCN(Cc1ccncc1)C(=O)c1ccc(C)o1
 : 7%	?	-10%	1	4%	7	i	9%	7%
- CCN(CC(=O)Nc1c(F)cccc1F)C(=O)CNC(=O)COc1ccccc1
 : 19%	-7%	2%	3	-6%	5	i	-1%	8%

Next entries
Letters: A = TDP43 rescue; B = KB-V1 MDR tox; C = GLP1R cytotox; D = D3 antag; E = GLP1R ag; F = D3 ag; G = PTHR1 agonist; H = aSyn rescue; I = GLP-1R inv ag
canonical_smiles: O=C(Cn1c(=O)c2ccccc2n(CC(=O)Nc2ccccc2F)c1=O)NCCc1ccccc1
  A: 1% | B: -6% | C: 1% | D: nt | E: 0% | F: -17 | G: -21% | H: nt | I: 1%

canonical_smiles: COc1ccc(N2C(=O)CC(S/C(N)=N/N=C(\C)c3cccs3)C2=O)cc1 (stereo not given)
  A: 10% | B: ? | C: -1% | D: -22 | E: 2% | F: -2 | G: i | H: -2% | I: 12%

canonical_smiles: O=[N+]([O-])c1cc([N+](=O)[O-])c2c(=Nc3ccccc3)n(-c3ccccc3)n(O)c2c1
  A: 13µM* | B: -27% | C: -17% | D: ? | E: 10% | F: -2 | G: -15% | H: -7% | I: ?

canonical_smiles: O=C(NCCCO)c1cc2ccccc2[nH]1
  A: -8% | B: 0% | C: 3% | D: -8 | E: -2% | F: -5 | G: -9% | H: -2% | I: 1%

canonical_smiles: COc1ccc(/C=N/NC(=O)c2nnn(-c3nonc3N)c2-c2cccs2)cc1OC
  A: -6% | B: 19% | C: 21% | D: -7 | E: -3% | F: 4 | G: -18% | H: -6% | I: 5%

canonical_smiles: CCC(=O)Nc1c(C(=O)N2CCCCCC2)cnn1-c1ccc(C)c(C)c1
  A: -12% | B: 18% | C: 0% | D: 29 | E: -9% | F: -3 | G: -12% | H: 1% | I: 14%

canonical_smiles: O=C(NC1CC1)C1=C[C@@H](c2c[nH]c3ccccc23)C[C@@H](OCc2ccc(CO)cc2)O1
  A: -2% | B: -21% | C: 3% | D: -53* | E: -2% | F: -22 | G: 17% | H: -3% | I: 31%[activator]

canonical_smiles: COc1ccccc1OCC(=O)NCC1(N2CCOCC2)CCCCC1
  A: 19% | B: nt | C: 2% | D: nt | E: nt | F: 1 | G: -9% | H: nt | I: -5%

canonical_smiles: CCOC(=O)C1=C[C@]2(CC)CCCN3CCc4c(n1c1ccccc41)[C@@H]32
  A: 18% | B: ? | C: -10% | D: 25 | E: 1%&1% | F: 6&-10&11 | G: i | H: 3%&-11% | I: -21%

canonical_smiles: COC(=O)c1nnn(-c2cc(Cl)cc(Cl)c2)c1C(=O)OC
  A: 21% | B: 7% | C: -9% | D: 25 | E: -2% | F: 5 | G: i | H: 2% | I: -4%

canonical_smiles: CCOC(=O)C1CCCN(C(=S)NC(=O)c2cc(Br)ccc2Cl)C1 (stereo not given)
  A: 1% | B: 0% | C: ? | D: 25 | E: 2% | F: -9 | G: -29% | H: -1% | I: ?

canonical_smiles: O=C(NCc1cccs1)C1CCCN1C(=O)Nc1ccc(F)cc1 (stereo not given)
  A: 13% | B: 0% | C: -2% | D: 10 | E: 8% | F: 3 | G: i | H: 0% | I: 7%

canonical_smiles: Cc1cccc(C(CC(=O)NCC2(c3ccccc3)CCCC2)c2ccccc2)c1O (stereo not given)
  A: 2% | B: ? | C: 3% | D: nt | E: nt | F: -11 | G: -70%[inhibitor] | H: nt | I: ?

A different layout for part of the listing above.
SMILES,TDP43 rescue,KB-V1 MDR tox,GLP1R cytotox,D3 antag,GLP1R ag,D3 ag,PTHR1 agonist,aSyn rescue,GLP-1R inv ag
O=[N+]([O-])c1cc([N+](=O)[O-])c2c(=Nc3ccccc3)n(-c3ccccc3)n(O)c2c1,13µM*,-27%,-17%,?,10%,-2,-15%,-7%,?
O=C(NCCCO)c1cc2ccccc2[nH]1,-8%,0%,3%,-8,-2%,-5,-9%,-2%,1%

Not all compounds are listed; count on the stated rates, not on these rows.
